Screening data deposited in PubChem by Southern Research Specialized Biocontainment Screening Center.
MgcRacGAP inhibition: MgcRacGAP GTPase-activating activity inhibitors, confirmation, biochemical, ADP Hunter fluorescence; AID 624330, 2012; MgcRacGAP-stimulated Rac1 GTP hydrolysis, ADP Hunter fluorescence; higher % means a stronger effect; GST-tagged Rac1 F28L mutant substrate; 0.6% of 340,000 active; one-dose inhibition, % at 30 µM; IC50 in µM for titrated hits; Rac GTPase-activating protein 1 (Homo sapiens);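 active = first-screen hits whose inhibition reached a set limit at any dose in the follow-up dose series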;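 note: fluorescence reports GDP produced by GAP-driven GTP hydrolysis; strong numbers were not always called active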
NS5 inhibitors: Dengue-2 NS5 methyltransferase inhibitors, primary screen, biochemical, confirmation dose response (AID 588689); Dengue-2 NS5 methyltransferase capping enzyme assay, biochemical; higher % means a stronger effect; inhibition, % at 25 µM, or IC50 in µM where a hit was titrated; 0.3% of 340,000 active; in the data active = a potency from the dose series
NS5 inhibitors pilot replicate: further read-out of NS5 inhibitors, marked with its call; inhibition, %; measured here: pilot screen replicate inhibition
* marks the source's active call; other numbers are inactive results.

SMILES	MgcRacGAP inhibition	NS5 inhibitors	others
Cc1cccc(C(=O)OCC(=O)NC(=O)NC2CCCCC2)c1	18%	-4%
CSc1ccccc1C(=O)N1CCc2ccc(NC(=O)c3ccccn3)cc2C1	10%	-2%
CCCCCCN1C[C@H](n2cc(-c3ccc(F)cc3)nn2)[C@@H](O)C[C@@H]1c1ccc(Cl)cc1	17%	-2%
COC(=O)c1ccc(C(=O)OC)c(NC(=O)CSc2nc(-c3ccco3)cc(C(F)(F)F)n2)c1	12%	-4%
COc1cc(N2CCC(O)CC2)ccc1Nc1nnc(Cl)c(Nc2ccccc2S(C)(=O)=O)n1	4%	-5%
O=C(COC(=O)c1ccc([N+](=O)[O-])o1)NCc1ccccc1	2%	-2%
O=C(NCc1cccnc1)/C(=C/c1ccc([N+](=O)[O-])cc1)NC(=O)c1ccccc1	-1%	3%
O=S(=O)(c1ccc(F)cc1)N1CCN(Cc2cc3c(cc2Br)OCCO3)CC1	1%	-2%
CN(C(=O)c1cccc(NC(=O)Cc2cccc(NC(=O)C3CCCN(C(=O)C4CCC4)C3)c2)c1)C1CC1 (stereo not given)	9%	-4%	NS5 inhibitors pilot replicate=-1.5
CCCc1ccc(NC(C)C(=O)Nc2ccc(S(=O)(=O)N3CCOCC3)cc2)cc1 (stereo not given)	0%	3%
CCN(C[C@H]1N[C@@](CC)(C(=O)OC)[C@H]2C(=O)N(Cc3ccccc3)C(=O)[C@@H]12)C(=O)Nc1ccc(OC)cc1	0%	-15%	NS5 inhibitors pilot replicate=-11
CCc1cc(C(=O)Nc2cc(S(=O)(=O)N3CCOCC3)ccc2N2CCN(CC)CC2)sc1C	5%	-4%
CCCCCCN(C(=O)CCCN1C(=O)NC(c2ccc(-c3ccccc3)cc2)C(C(=O)OCc2ccccc2)=C1C)C(C)C(=O)NCCCC (stereo not given)	5%	-4%	NS5 inhibitors pilot replicate=-1.2
Cc1ccc(S(=O)(=O)N(C)c2ccc(C(=O)NC3CCCCC3)cc2)cc1	8%	-1%
CCCCc1ccc(NC(=O)Cn2c(=O)c(N3CCCCC3)c(N)n(C)c2=O)cc1	5%	2%
Cc1cn(CC(=O)NCCCc2ccccc2)c(=O)[nH]c1=O	2%	-3%
C=CCN(Cc1ccc(Br)s1)C(=O)c1ccc(OCc2c(C)noc2C)cc1	-6%	-2%
COc1ccc(C2=CC(=O)C[C@H](COCc3ccccc3)N(C(=O)OC(C)(C)C)O2)cc1	6%	-14%	NS5 inhibitors pilot replicate=-4.5
CCN(CC(=O)Nc1cc(Cl)ccc1C)CC(=O)NC1CC1	1%	-6%
O=C1Cc2cc(O)ccc2O1	7%	-1%
O=S1(=O)CC(c2ccccc2)=NN=C(c2ccccc2)C1	3%	-4%
CCN(C(=O)CSc1nnnn1C)C1CCS(=O)(=O)C1 (stereo not given)	2%	-6%
COc1ccc(C=NNc2nc3ccccc3s2)cc1	3%	-1%
O=C(COC(=O)CC1CC2CCC1C2)NCc1ccc(F)cc1 (stereo not given)	-2%	-8%
Cc1ccc(S(=O)(=O)/N=C(/Nc2c(C)cccc2C)c2ccccc2)cc1	7%	-2%
CC1CCN(C(=O)COC(=O)c2ccc3c(c2)OCCO3)CC1	1%	3%
Cc1cccc(C)c1N1C(=O)CC(N2CCN(S(=O)(=O)c3ccccc3F)CC2)C1=O (stereo not given)	1%	-9%
Cn1c(=O)c2[nH]c(CCc3ccncc3)nc2n(C)c1=O	5%	7%
Cc1cccc2nnc(-c3ccccc3)n12	0%	1%
O=C(CNc1ccc(Cl)c(C(F)(F)F)c1)N1CCN(S(=O)(=O)c2ccccc2)CC1	7%	-2%
O=[N+]([O-])c1ccc(-c2cccnc2)cc1	-12%	-6%
O=C1OCCN1C(=O)[C@H]1[C@H](c2ccc([N+](=O)[O-])cc2)C(c2cccc(Cl)c2)=NN1c1ccc(Br)cc1	8%	-2%	NS5 inhibitors pilot replicate=-2.4
O=C(CN1c2cccc3cccc(c23)S1(=O)=O)NC1CCCCC1	5%	-1%
NC(=O)CSc1nc2cc(S(=O)(=O)N3CCOCC3)ccc2o1	14%	4%
CCCC(CNC(=O)COC(=O)C1=NNC(=O)CC1)c1ccc(Cl)cc1Cl (stereo not given)	4%	-5%
CC(C)C[C@H]1CN([C@@H](CC(C)C)CN2CCCC2CN2C(=S)NC[C@@H]2Cc2ccc(O)cc2)C(=S)N1CC1CCCCC1 (stereo not given in full)	14%	-1%	NS5 inhibitors pilot replicate=0.9
N#CC(Cc1cc2ccccc2n1S(=O)(=O)c1ccccc1)OCc1ccccc1 (stereo not given)	7%	-1%
CC1(C)C[C@H]2C3=CCC4[C@@]5(C)CC[C@H](O[C@@H]6O[C@H](C(=O)O)[C@@H](O)[C@H](O)[C@H]6O)[C@@](C)(CO)C5CC[C@@]4(C)[C@]3(C)C[C@H](O)[C@@]2(CO)[C@@H](O)[C@@H]1O (stereo not given in full)	7%	-6%
O=C(COc1ccc2ccc(=O)oc2c1)NCCN1CCOCC1	3%	1%
C=CC[C@@H](CC(=O)N[C@H](CO)Cc1ccccc1)C(=O)N[C@@H](C)COC(=O)[C@@H](CC=C)Cc1ccc(F)cc1	7%	-4%
C[C@@H]1CN([C@@H](C)CO)S(=O)(=O)c2ccc(/C=C/c3ccccc3)cc2O[C@@H]1CN(C)Cc1ccc(C(=O)O)cc1	9%	3%
CCOC(=O)C(=Cc1ccccc1)C(=O)c1ccccc1	6%	-42%
COc1ccccc1-c1cnc2c(c1)C(=O)N([C@@H](C)CO)C[C@H](C)[C@H](CN(C)C)O2	10%	0%
COc1ccccc1N1CCN(C(=O)c2cc(-c3ccccc3)nc3c2cnn3C(C)C)CC1	13%	4%
COc1ccc(CNC(=O)C[C@H]2C[C@H](C(=O)N3CCCCC3)[C@@]3(CCc4ccccc4)c4[nH]c5ccc(Cl)cc5c4CCN3C2=O)cc1OC	-3%	-3%
O=C(COC(=O)c1cccc(F)c1)NCCC1=CCCCC1	2%	-10%
C[C@H](NC(=O)c1ncn2c1C(=O)NC[C@@H]2C)C(=O)OC(C)(C)C	10%	3%
Nc1ccc(C=C2C=Cc3ccccc32)cc1	23%	6%
CCN(CC(=O)Nc1ccc(S(=O)(=O)N2CCCC2)cc1)CC(=O)Nc1ccccc1C(F)(F)F	4%	-6%
O=C(COC(=O)c1ccc(S(=O)(=O)NCc2ccco2)cc1)NCc1ccccc1	-1%	5%
C[C@H](CO)N1C[C@H](C)[C@@H](CN(C)C(=O)Nc2ccc3c(c2)OCO3)Oc2c(NS(=O)(=O)c3ccccc3)cccc2C1=O	6%	-2%
CC(Sc1nnc(C2CC2)n1C1CC1)C(=O)NCc1cccs1 (stereo not given)	0%	6%
COCCNC(=O)C(=O)NCC1CCCN1S(=O)(=O)c1cccs1 (stereo not given)	13%	7%
COc1cc(/C=C(/C#N)C(=O)Nc2cc(C(F)(F)F)ccc2Cl)ccc1OCC(=O)Nc1cccc(C(F)(F)F)c1	-5%	-24%
COc1ccc(Cc2nc3c([nH]2)c(=O)n(C)c(=O)n3C)cc1OC	-4%	-2%
CCOC(=O)N1CCN(S(=O)(=O)N2CCCC(C(=O)NCc3cc(Br)ccc3OC)C2)CC1 (stereo not given)	6%	1%
COc1ccc(-c2ccc(CN3C(C)C(=O)N(Cc4cn(CC5CCCCC5)nn4)CCS3(=O)=O)cc2)cc1 (stereo not given)	8%	-10%
CCOCc1c(C(=O)NCC(c2ccco2)N2CCCC2)oc2ccccc12 (stereo not given)	4%	-9%
CC(=O)Nc1ccc(S(=O)(=O)N(C)CC(=O)OCC(=O)c2ccc[nH]2)cc1	7%	5%
CC(=O)OC1(C(C)=O)CCC2C3CC(Cl)C4=CC(=O)CCC4(C)C3CCC21C (stereo not given)	9%	2%

(list continues)
SMILES	MgcRacGAP inhibition	NS5 inhibitors	others
CCCCn1c(NCc2ccc(OC)cc2O)nc2ccccc21	9%	3%
COc1cc(Cl)c(C)cc1NC(=O)CSC1=NCCS1	0%	-4%
CCOC(=O)C1CCCN(C(=O)Cn2ncc3c(=O)oc4ccc(C)cc4c32)C1 (stereo not given)	5%	3%
COc1ccccc1NS(=O)(=O)c1ccc(C(=O)NCC(c2cccs2)N2CCOCC2)cc1 (stereo not given)	2%	1%
CCOC(=O)C1=C(c2ccccc2)c2ccccc2N(S(=O)(=O)C(F)(F)F)C1C(=O)OCC (stereo not given)	4%	4%	NS5 inhibitors pilot replicate=-1.2
CCN1C[C@@H]2[C@@H]3C(=O)N(Cc4ccccc4)C(=O)[C@@H]3[C@](C)(C1=O)N2C(=O)c1ccc(Br)cc1	7%	-12%
CC(NC(=O)COC(=O)Cn1cc(C(F)(F)F)ccc1=O)c1ccccc1 (stereo not given)	-3%	1%
COc1ccc(C(=O)NNC(=O)CSc2nnc3ccccn23)cc1OC	9%	4%
CCO[C@H]1c2c(ccc3ccc(=O)oc23)OC(C)(C)[C@H]1O	10%	-9%
CCN(C(=O)c1c([N+](=O)[O-])cnn1C)c1ccccc1	16%	2%
C=CCc1cc(CN2CC(C)OC(C)C2)c(O)c(OC)c1 (stereo not given)	-14%	-3%
C[C@H]1CN([C@@H](C)CO)C(=O)CCCn2nncc2CO[C@H]1CN(C)S(=O)(=O)c1cccc(F)c1	-9%	-1%
COc1ccc2cc(C3(C)NC(=O)N(CC(=O)N4CCCCC4)C3=O)ccc2c1 (stereo not given)	1%	3%
COc1cc(N)c(Cl)cc1C(=O)NC1CCN(Cc2ccccc2)CC1	2%	-2%
O=[N+]([O-])c1ccc(Cc2ccc([N+](=O)[O-])cc2)cc1	-1%	11%

Nothing new here: entries from further up.
SMILES	MgcRacGAP inhibition	NS5 inhibitors	others
COc1ccc(-c2ccc(CN3C(C)C(=O)N(Cc4cn(CC5CCCCC5)nn4)CCS3(=O)=O)cc2)cc1 (stereo not given)	8%	-10%
CCOCc1c(C(=O)NCC(c2ccco2)N2CCCC2)oc2ccccc12 (stereo not given)	4%	-9%
CC(=O)Nc1ccc(S(=O)(=O)N(C)CC(=O)OCC(=O)c2ccc[nH]2)cc1	7%	5%
CC(=O)OC1(C(C)=O)CCC2C3CC(Cl)C4=CC(=O)CCC4(C)C3CCC21C (stereo not given)	9%	2%
CCCCn1c(NCc2ccc(OC)cc2O)nc2ccccc21	9%	3%
COc1cc(Cl)c(C)cc1NC(=O)CSC1=NCCS1	0%	-4%
CCOC(=O)C1CCCN(C(=O)Cn2ncc3c(=O)oc4ccc(C)cc4c32)C1 (stereo not given)	5%	3%
COc1ccccc1NS(=O)(=O)c1ccc(C(=O)NCC(c2cccs2)N2CCOCC2)cc1 (stereo not given)	2%	1%
CCOC(=O)C1=C(c2ccccc2)c2ccccc2N(S(=O)(=O)C(F)(F)F)C1C(=O)OCC (stereo not given)	4%	4%	NS5 inhibitors pilot replicate=-1.2
CCN1C[C@@H]2[C@@H]3C(=O)N(Cc4ccccc4)C(=O)[C@@H]3[C@](C)(C1=O)N2C(=O)c1ccc(Br)cc1	7%	-12%
CC(NC(=O)COC(=O)Cn1cc(C(F)(F)F)ccc1=O)c1ccccc1 (stereo not given)	-3%	1%
COc1ccc(C(=O)NNC(=O)CSc2nnc3ccccn23)cc1OC	9%	4%
CCO[C@H]1c2c(ccc3ccc(=O)oc23)OC(C)(C)[C@H]1O	10%	-9%
CCN(C(=O)c1c([N+](=O)[O-])cnn1C)c1ccccc1	16%	2%
C=CCc1cc(CN2CC(C)OC(C)C2)c(O)c(OC)c1 (stereo not given)	-14%	-3%
C[C@H]1CN([C@@H](C)CO)C(=O)CCCn2nncc2CO[C@H]1CN(C)S(=O)(=O)c1cccc(F)c1	-9%	-1%

(list continues)
SMILES	MgcRacGAP inhibition	NS5 inhibitors	others
CCCc1cc(=O)[nH]c(SCC(=O)NC2CCCCCCC2)n1	0%	-5%
Cn1cnc2c(SCc3ccccc3)ncnc21	2%	-5%
CC1CCCN(C(=O)CN2C(=O)NC(C)(c3ccc4ccccc4c3)C2=O)C1 (stereo not given)	-3%	-6%
CC(C)(C)c1ccc(-n2ncc3c2CCCC3NC(=O)c2ccco2)cc1 (stereo not given)	7%	2%
CCCCN(C(=O)C1CC(=O)N(c2ccc(C)cc2)C1)c1c(N)n(CCC)c(=O)[nH]c1=O (stereo not given)	6%	-1%
Cn1nc(C(=O)OCC(=O)Nc2ccc(F)cc2Cl)c2ccccc2c1=O	5%	-5%
CC(C)(O)C#Cc1ccc(CNC[C@H]2O[C@@H](n3cnc4c(N)ncnc43)[C@H](O)[C@@H]2O)s1	9%	-3%	NS5 inhibitors pilot replicate=4.0
COc1ccc(NC(=O)Nc2ccc3c(c2)C(=O)N([C@H](C)CO)C[C@H](C)[C@@H](CN(C)C(=O)Nc2ccc(C(F)(F)F)cc2)O3)cc1	7%	-11%
c1ccc(CNc2ccc(N3CCOCC3)cc2)cc1	8.2µM*	6%
CCOC(=O)C1(CCCc2ccccc2)CCN(C(=O)c2n[nH]c(CC)c2C)CC1	0%	3%
CCC(CO)Oc1cc(NCc2ccc(C)cc2)c2ncn(C(C)C)c2c1 (stereo not given)	8%	1%
Cc1ccc(S(=O)(=O)N2C[C@H]3[C@H]4C(=O)N(c5ccccc5)C(=O)[C@H]4C[C@H](OC(=O)Nc4c(C)noc4C)[C@@]3(O)C2)cc1	18%	-3%
CCN(CC)S(=O)(=O)c1cccc(NC(=O)CN2C(=O)NC3(CCC(C)CC3)C2=O)c1 (stereo not given)	2%	4%
C[C@H](CO)N1C[C@H](C)[C@@H](CN(C)C(=O)c2ccccc2)OCc2cn(nn2)CCCC1=O	16%	-9%
O=C(C[C@@H]1C/C=C/CC[C@H](Cc2ccc(F)cc2)C(=O)OC[C@@H](Cc2ccccc2)NC1=O)N[C@H](CO)Cc1ccccc1	5%	7%

A portion of the library. The share of hits here may be higher or lower than overall.
